# Compound activity deposited in PubChem BioAssay by several laboratories.
# CCHFV vOTU inh: CCHFV vOTU protease inhibitors, primary screen, biochemical, Pep-AMC substrate, fluorescence | Crimean-Congo hemorrhagic fever virus L polyprotein viral ovarian tumor (vOTU) protease … | inhibition, % at 11.5 µM | actives 0.55% (n = 370,000) | AID 651958, 2012; in the data active means inhibition above about 30%; further: 0% = vehicle wells with enzyme and 100% = no enzyme wells
# PfHsp40 rescue: rescue of yeast from PfHsp40 toxicity, primary screen, S. cerevisiae, ATP luminescence. S. cerevisiae expressing PfHsp40, growth rescue. actives 0.68% (n = 340,000). growth rescue, % at 12.5 µM; in the data active means growth rescue above about 28%, passing the limit was not always enough;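 further: yeast W303a lacking pdr1 and pdr3 grown in galactose medium; growth measured after three days at 30 °C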
# PrPC TRFRET: inhibitors of human cell surface prion protein PrPC, primary screen, cell-based, TR-FRET. Major prion protein (Homo sapiens), P04156. TR-FRET read-out. inhibition, % at 13.8 µM. actives 0.43% (n = 370,000); in the data active means inhibition above about 24%; further: 0% = median of the test wells and 100% = reference compound wells
# BoNT-F LC inh: BoNT/F light chain protease inhibitors, primary screen, biochemical, flow cytometry, MLPCN library; actives 0.22% (n = 360,000); Botulinum neurotoxin type F light chain protease (Clostridium botulinum); inhibition, % at 10 µM; Multiplex microsphere protease cleavage assay; in the data active means inhibition above about 35%, passing the limit was not always enough; further: plate controls were buffer without enzyme for full effect and enzyme alone for no effect
# Yp Topo-I inh: Yersinia pestis topoisomerase I inhibitors, primary screen, biochemical, cleavage product accumulation, plate reader, single point; DNA topoisomerase I (Yersinia pestis CO92); Y. pestis Topo-I cleavage product accumulation; activity, % at 10 µM; actives 0.064% (n = 360,000); in the data active means activity above about 50%, passing the limit was not always enough; further: inactives centre near 2
# Anthrax LF inh2: Bacillus anthracis LF protease inhibitors, primary screen, biochemical, multiplex microsphere, MLPCN library | inhibition, % at 10 µM | AID 588501, 2011 | actives 0.12% (n = 360,000) | Lethal factor (Bacillus anthracis), P15917 | multiplex microsphere protease cleavage assay; further: plate controls were buffer without enzyme for full effect and enzyme alone for no effect
# BoNT A protease: BoNT/A light chain protease inhibitors, primary screen, biochemical, flow cytometry, MLPCN library; multiplex microsphere protease substrate cleavage; actives 0.17% (n = 360,000); inhibition, % at 10 µM; AID 588499, 2011; Botulinum neurotoxin type A light chain protease (Clostridium botulinum A str. ATCC 3502); further: plate controls were buffer without enzyme for full effect and enzyme alone for no effect
# FadD28 FP inh: inhibitors of FadD28 bisubstrate probe binding, primary screen, biochemical, fluorescence polarization, single point; AID 588549, 2011; actives 0.22% (n = 360,000); inhibition, % at 12.5 µM; Mycobacterium tuberculosis FadD28 fatty-acid-AMP ligase; in the data active means inhibition above about 8.5%, passing the limit was not always enough
# TcdB inh: TcdB glycohydrolase inhibitors, primary screen, biochemical, single point, plate reader; Toxin B (Clostridioides difficile), P18177; TcdB glycohydrolase enzymatic assay; inhibition, % at 9.99 µM; actives 0.24% (n = 350,000); in the data active means inhibition above about 10%
# Starred values were filed as active, the others as inactive; · = not tested or not shown; & = joins results of further samples. Unless noted, no stated cut-off is given here; in the data, active means inhibition above about 30%; inconclusive means no clear call, values can overlap the other calls; inactive means below that. A portion of the library; the hit share may differ from the screen's.
SMILES,CCHFV vOTU inh,PfHsp40 rescue,PrPC TRFRET,BoNT-F LC inh,Yp Topo-I inh,Anthrax LF inh2,BoNT A protease,FadD28 FP inh,TcdB inh
O=C(NCCN1C(=O)S/C(=C\c2ccc(OC(F)F)cc2)C1=O)C1=COCCO1,·,0.6,·,·,-5.4,·,·,-0.4,·
COc1cc(CSc2nc(-c3ccccc3)cc(=O)[nH]2)cc(OC)c1,·,-0.5,·,·,18.9,·,·,-6.0,·
Cc1cc(C)c(S(=O)(=O)N2CCCCC2CCNC(=O)C(=O)NC2CC2)c(C)c1 (stereo unspecified),·,0.3,·,·,14.0,·,·,-3.4,·
O=C(/C=C\c1ccccc1)NCC(=O)N/N=C/c1ccc(O)cc1O,·,-1.5,·,·,-20.0,·,·,-1.8,·
C#CCOCCOCCOCCNc1nc(N2CCN(C(=O)[C@H]([C@@H](C)CC)n3cc([C@@H](N)CC(C)C)nn3)CC2)nc(N2CCN(C(=O)[C@H](CCCCN)n3cc([C@@H](N)CC(C)C)nn3)CC2)n1,·,0.3,·,·,-16.2,·,·,-4.1,·
CN(CC(=O)Nc1cccc(F)c1)C(=O)c1cc2c(s1)CCCCC2,·,-1.3,·,·,20.0,·,·,-1.4,·
O=c1c2c([nH]n1-c1ccccc1)C[C@@H](C1CCCCC1)O[C@H]2c1ccc(F)cc1,·,·,·,-10.7,·,-0.6,0.2,·,·
CN(Cc1cn(Cc2ccc(C(F)(F)F)cc2)nn1)C1CN(Cc2cn(Cc3ccc(C(F)(F)F)cc3)nn2)S(=O)(=O)C1 (stereo unspecified),·,·,·,-10.7,·,-0.1,0.4,·,·
CCC(c1nnnn1-c1ccc2c(c1)OCCO2)N1CCN(c2ccc(F)cc2)CC1 (stereo unspecified),·,·,·,-5.8,·,-9.7,-0.6,·,·
Cc1cccc(C)c1N1CCN(C(c2cc3ccccc3o2)c2nnnn2C(C)(C)C)CC1 (stereo unspecified),·,·,·,-7.0,·,0.0,-0.2,·,·
O=C1NC(=O)C2(Cc3ccccc3N3CCCC32)C(=O)N1c1ccc(Cl)cc1 (stereo unspecified),-4.5,-0.8,1.1,·,·,·,·,·,·
O=C1NC(c2ccccc2)c2c(-c3ccccc3)n[nH]c21 (stereo unspecified),7.3,·,-2.5,·,·,·,·,·,1.0
Cc1ccc(S(=O)(=O)N(C)c2ccc(OCC(=O)Nc3cc(C(=O)O)ccc3Cl)cc2)cc1,17.8,·,-0.4,·,·,·,·,·,0.8
Cc1cccc(C)c1NC(=O)C(c1ccc(C#N)cc1)n1c(=O)c(-c2ccccc2)nc2ccccc21 (stereo unspecified),1.8,·,-21.8,·,·,·,·,·,0.6
CCCN1CCCCC(NC(=O)c2ccc(Cl)cc2Cl)C1=O (stereo unspecified),-10.3,·,-5.4,·,·,·,·,·,0.2
CSCCC(C(=O)NCc1ccccc1)n1c(C2CCN(C(C)=O)CC2)nc2ccccc21 (stereo unspecified),6.0,·,5.0,·,·,·,·,·,0.9
COc1ccc2nc(NN=Cc3cccc(C)n3)cc(C)c2c1,-0.1,·,4.8,·,·,·,·,·,1.3
CCOC(=O)CN1C(=O)[C@]2(OCCC=C[C@H]2C)c2cc(OC)ccc21,8.8,·,-2.4,·,·,·,·,·,1.9
COC(=O)C1=C(C)N(Cc2ccc(F)cc2)C(=S)NC1c1cccc(Br)c1 (stereo unspecified),-5.9,·,13.7,·,·,·,·,·,-0.5
NS(=O)(=O)c1ccc(OCCCN2CCC(C(O)(c3ccccc3)c3ccccc3)CC2)cc1,-3.2&11.6,·,-9.6&-18.0,·,·,·,·,·,0.5
O=C1NC(c2ccc3c(c2)OCO3)c2c(-c3ccccc3)n[nH]c21 (stereo unspecified),15.5,·,8.0,·,·,·,·,·,-2.1
COCCCNC(=O)C[C@@H]1C[C@@]2(C(=O)OC)CCCCC=C2N(Cc2ccc3c(c2)OCO3)C1=O,1.8,·,2.0,·,·,·,·,·,-0.2
C[C@H]1[C@@H](c2ccccc2)Oc2ccc(Cl)cc2S(=O)(=O)N1Cc1ccc(Cl)cc1,4.8,·,5.7,·,·,·,·,·,-9.5
C[C@H]1CNC(=O)c2c(C(=O)N3CCN(c4ccccc4)CC3)ncn21,-1.2,·,-4.5,·,·,·,·,·,-0.8
CN1OC[C@@H]2CN(CC3CCCCC3)[C@H](c3ccc(-c4ccc(C#N)cc4)cc3)C[C@@H]21,12.7,·,1.1,·,·,·,·,·,-2.5
O=C(NCCCCC(NC(=O)c1ccccc1)C(=O)O)OCc1ccccc1 (stereo unspecified),-13.3,·,0.3,·,·,·,·,·,0.0
Cc1ccnc(NC(=O)c2ccc(Cl)c(NC(=O)CCc3ccccc3)c2)c1,-8.3,·,-1.4,·,·,·,·,·,1.6
Cc1ccccc1S(=O)(=O)N1CCCc2nc(-c3ccc(F)cc3)ccc21,-7.5,·,6.8,·,·,·,·,·,0.4
COC(=O)c1ccc(-c2cccc(CN3CCN(c4ncc(Cc5ccccc5)cn4)CC3)c2)cc1,5.1,·,0.3,·,·,·,·,·,1.2
CC[C@H](NC(=O)[C@@H](Cc1ccccc1)NC(=O)[C@H]1O[C@@H](n2cnc3c(=O)[nH]c(N)nc32)[C@H](O)[C@@H]1O)c1ccccc1,13.4,·,-9.9,·,·,·,·,·,0.3
OC(c1ccccc1)(c1ccccc1)C1CCN(CCCOc2cccc(Cl)c2)CC1,37.5*,·,-19.1,·,·,·,·,·,-1.7
O=C(Nc1ccc(Cl)cc1C(=O)N1CCOCC1)c1cccc([N+](=O)[O-])c1,1.9,·,1.9,·,·,·,·,·,0.0
C(=C\c1ccccc1)/C=N/Nc1nncc(-c2ccccc2)n1,4.8,·,-4.9,·,·,·,·,·,1.3
COC(=O)C1=C(C)N(Cc2ccccc2C(F)(F)F)C(=NCc2ccc3c(c2)OCO3)NC1CCc1ccccc1 (stereo unspecified),-4.4,·,-8.1,·,·,·,·,·,-1.0
c1ccc2c(c1)OCc1nccn1-2,1.1,·,-0.1,·,·,·,·,·,-4.0
COC(=O)[C@@]12C[C@@H](CC(=O)NCCC(C)C)C(=O)N(Cc3cccc4ccccc34)C1=CCC(C)(C)C2,0.8,·,-2.3,·,·,·,·,·,0.0
Nc1[nH]c(C(=O)c2ccc(Cl)cc2)c(-c2ccc(Br)cc2)c1C(=O)NCCc1c[nH]c2ccccc12,16.2,·,11.6,·,·,·,·,·,-5.6
CNC[C@@H]1OCc2cnnn2CCCC(=O)N([C@@H](C)CO)C[C@H]1C,6.5,·,-5.2,·,·,·,·,·,0.2&-0.1&1.5
NC(=O)c1ncn([C@@H]2O[C@H](C(=O)N[C@H](Cc3c[nH]c4ccccc34)C(=O)NCC(=O)N3CCCCC3)[C@@H](O)[C@H]2O)n1,-5.7,·,4.8,·,·,·,·,·,0.6
CCCCS(=O)(=O)N1C2=NC(C(=O)OCC)=C(C(=O)OCC)C3N(Cc4ccc(C#N)cc4)c4ccccc4[C@]23C[C@H]1C(=O)OC (stereo partly specified),9.1,·,18.6,·,·,·,·,·,0.8
CO[C@@H]1CN(C)C(=O)c2cc(NC(=O)NC3CCCCC3)ccc2OC[C@@H](C)N(CC2CCOCC2)C[C@@H]1C,-9.1,·,5.0,·,·,·,·,·,1.0&-0.2
Cc1cccc(CN2CCN(C3CN(Cc4cn(Cc5ccc(C(F)(F)F)cc5)nn4)S(=O)(=O)C3)CC2)c1 (stereo unspecified),-1.5,·,-3.1,·,·,·,·,·,1.2
CCCCCCC12C(=Cc3cc4c(cc31)OCCO4)c1cc(OC)c(OC)cc1C(CC(=O)O)N2C(=O)OC (stereo unspecified),-11.5,·,1.9,·,·,·,·,·,3.7
COc1ccc(-n2c(CSc3ccc(Cl)cc3)n[nH]c2=S)cc1,-1.5,·,6.8,·,·,·,·,·,0.6
O=C(c1ccc2c(c1)OCO2)N1CCC2(CC1)Oc1ccc(Cl)cc1C(=O)C21CC(c2ccc(Cl)cc2)=NO1 (stereo unspecified),2.2,·,-6.4,·,·,·,·,·,1.8
CCOC(=O)[C@]12CCCC=C1N(CCC1=CCCCC1)C(=O)[C@H](CC(=O)N1CCN(C(=O)c3ccco3)CC1)C2,6.6,·,-0.7,·,·,·,·,·,1.7
CCOC(=O)[C@]12CCCC=C1N(CCC1=CCCCC1)C(=O)[C@H](CC(=O)NCc1cccc(C(F)(F)F)c1)C2,20.7,·,-1.3,·,·,·,·,·,1.7
COC(=O)C1=C(C)N(Cc2cccc(C(F)(F)F)c2)C(=NCc2ccc(OC)cc2)NC1c1ccccc1 (stereo unspecified),15.7,·,-10.2,·,·,·,·,·,0.7
COC(=O)C1=C(C)N(C)C(=NCC2CC2)NC1c1ccccc1 (stereo unspecified),31.5*,·,-4.9,·,·,·,·,·,0.1
N#Cc1ccc(OCCCN2CCC(C(O)(c3ccccc3)c3ccccc3)CC2)c(F)c1,10.0,·,-25.1,·,·,·,·,·,-0.6
Cc1cc(N2CCN(C(=O)OC(C)(C)C)C[C@@H]2C)ccc1N1CCN(Cc2ccccc2)[C@@H](C)C1,7.8,·,1.4,·,·,·,·,·,1.8
COc1ccccc1C(=O)N1CCN(C(=O)[C@@H](Cc2ccccc2)NC(=O)[C@H]2O[C@@H](n3cnc(C(N)=O)n3)[C@H](O)[C@@H]2O)CC1,0.7,·,0.4,·,·,·,·,·,0.8
Cc1ccc(N2CCN(C(C(=O)Nc3c(C)cccc3C)c3cc4ccccc4o3)CC2)cc1 (stereo unspecified),-0.3,·,0.5,·,·,·,·,·,0.5
C=CCN1CC(COCCCC)Oc2ccc(Cl)cc2S1(=O)=O (stereo unspecified),6.4,·,2.7,·,·,·,·,·,1.1
Cc1ccc(N(C)c2nc(N)nc(N)c2N=O)cc1,60.7*,·,-57.0,·,·,·,·,·,-0.4

# Looked up above:
# CCCCCCC12C(=Cc3cc4c(cc31)OCCO4)c1cc(OC)c(OC)cc1C(CC(=O)O)N2C(=O)OC (stereo unspecified) in PrPC TRFRET is listed with 1.9
# O=C(c1ccc2c(c1)OCO2)N1CCC2(CC1)Oc1ccc(Cl)cc1C(=O)C21CC(c2ccc(Cl)cc2)=NO1 (stereo unspecified) in CCHFV vOTU inh is listed with 2.2
# Cc1ccc(N2CCN(C(C(=O)Nc3c(C)cccc3C)c3cc4ccccc4o3)CC2)cc1 (stereo unspecified) in CCHFV vOTU inh is listed with -0.3

# Part of the list above, as labelled records.
> C[C@H]1[C@@H](c2ccccc2)Oc2ccc(Cl)cc2S(=O)(=O)N1Cc1ccc(Cl)cc1
  CCHFV vOTU inh: 4.8
  PfHsp40 rescue: ·
  PrPC TRFRET: 5.7
  BoNT-F LC inh: ·
  Yp Topo-I inh: ·
  Anthrax LF inh2: ·
  BoNT A protease: ·
  FadD28 FP inh: ·
  TcdB inh: -9.5
> C[C@H]1CNC(=O)c2c(C(=O)N3CCN(c4ccccc4)CC3)ncn21
  CCHFV vOTU inh: -1.2
  PfHsp40 rescue: ·
  PrPC TRFRET: -4.5
  BoNT-F LC inh: ·
  Yp Topo-I inh: ·
  Anthrax LF inh2: ·
  BoNT A protease: ·
  FadD28 FP inh: ·
  TcdB inh: -0.8
> CN1OC[C@@H]2CN(CC3CCCCC3)[C@H](c3ccc(-c4ccc(C#N)cc4)cc3)C[C@@H]21
  CCHFV vOTU inh: 12.7
  PfHsp40 rescue: ·
  PrPC TRFRET: 1.1
  BoNT-F LC inh: ·
  Yp Topo-I inh: ·
  Anthrax LF inh2: ·
  BoNT A protease: ·
  FadD28 FP inh: ·
  TcdB inh: -2.5
